Source: PubChem BioAssay
M1AAP inhibition – malaria alanyl aminopeptidase activity blockers – biochemical, fluorogenic H-Leu-NHMec substrate, 1536-well (AID 1445). 0.42% of 220,000 active. recombinant M1AAP, H-Leu-NHMec fluorogenic kinetic assay; higher % means a stronger effect. inhibition, % at 30 µM; hits with a dose series show IC50 in µM;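 active = primary inhibition above the hit cutoff, then over 50% inhibition at one or more dose response concentrations, cut at about 23% in these data, passing the limit was not always enough; inconclusive = conflicting primary data, or primary hits not chosen for dose response; inactive = low primary inhibition, or under 50% at every dose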;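 also: plate controls were DMSO full reaction for no effect and no enzyme background for full effect; strong numbers were not always called active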
P. falciparum M17LAP – P. falciparum M17LAP inhibitors, primary screen, biochemical, fluorogenic H-Leu-NHMec substrate, 1536-well (AID 1619); recombinant M17LAP, H-Leu-NHMec fluorogenic kinetic assay; higher % means a stronger effect; one-dose inhibition, % at 30 µM; IC50 in µM for titrated hits; 0.38% of 220,000 active;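 active = compound inhibiting the enzyme by more than half at any dose during confirmatory dose-response retesting; inconclusive = strong single-dose inhibitors picked by rank but not retested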;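 also: plate controls were full reaction with DMSO carrier for no effect and no enzyme background for full effect; strong numbers were not always called active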
b-catenin transl – beta-catenin nuclear translocation modulation; HeLa beta-catenin nuclear translocation, immunofluorescence imaging; nuclear translocation activity, % at 5 µM; 0.3% of 190,000 active;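 active = nuclear translocation activity above 50% at 5 µM, with a well cell count of 50 or more; inconclusive = wells under 50 cells across six images, flagged as toxic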;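 also: per-cell ratio of nuclear to cytoplasmic median beta-catenin stain intensity; plate controls were DMSO negative control for no effect and GSK-3 inhibitor IX positive control for full effect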
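Test system: HeLa cells, endogenous beta-catenin; Compound: single 5 µM dose plus 0.02–20 µM confirmation series; Times: compound exposure 24 h at 37°C; Signal: fluorescence imaging of beta-catenin antibody stain plus DAPI; Read-out: % activation, nuclear-to-cytoplasmic median beta-catenin signal ratio per cell.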
Dynein transport – dynein cargo transport inhibition; 3617.4 mouse cells, GR-EGFP nuclear translocation imaging; test concentration mostly 20 µM; stimulated with dexamethasone, 1 µM; active compounds read low; z-score, hits read low; 0.47% of 220,000 active;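 active = plate z-score of nuclear minus cytoplasmic receptor signal below a set negative limit, without overly bright fluorescence or cell loss, cut at about -3.5 in these data, passing the limit was not always enough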;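 also: z-score of nuclear minus cytoplasmic ring GR-EGFP intensity difference per well; some compounds called inactive have numbers as strong as hits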
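Buffer or medium: tet-free, stripped-serum medium; Also added: dexamethasone, 1.0 µM final; Technique: high-content fluorescence imaging after fixation; Times: 48 h induction, 1 h compound, 30 min dex at 37 °C; Read-out: per-cell GR-EGFP intensity, nucleus versus surrounding cytoplasmic ring, well-averaged.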
MT stabilizer – microtubule stabilizers in HeLa cells | HeLa tubulin immunostaining HCS, 24 h; share of cells brighter than vehicle mean+2SD | % tubulin-high responders, % at 10 µM | 0.83% of 200,000 active | AID 2205;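 active = plate Z-score above 3 for both tubulin-high and condensed-nucleus cell shares, with cell loss under 80%, at 10 µM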;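 also: anti alpha tubulin signal scored within the nucleus-defined area of each cell; some results filed as inactive read as strong as hits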
Yfh1-off respiration – enhancers of respiration in Yfh1-depleted yeast, dose response, Friedreich's ataxia, plus single-dose screen (AID 1465); 0.074% of 220,000 active; S. cerevisiae Yfh1-off respiration, WST-1 reduction, 72 h; higher fold induction means a stronger effect; fold induction at 50 µM; hits with a dose series show EC50 in µM;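 active = fold induction of absorbance versus untreated yeast above a set limit, then at least 30% activation at any dose in follow-up; inconclusive = repeats straddling the limit, or above it without dose testing; inactive = fold induction below the set limit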;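 also: activators that raise dye reduction in frataxin-depleted yeast; strong numbers were not always called active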
T cell modulator – modulates CD8 T cell binding to vesicles; 2C CD8+ T cell-vesicle binding, flow cytometry; active compounds read low; calls only at 7 µM; 0.068% of 330,000 active; AID 2052;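 active = response, share of CD8 T cells binding vesicles, and their 90th percentile fluorescence all below set limits, cut at about 80% in these data, passing the limit was not always enough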
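Material: 2C TCR transgenic mouse naive CD8+ T cells, MACS-purified. Also added: QL9-charged Drosophila Ld/ICAM-1/B7-1 vesicles. Timing: binding 1.5 h at 37 °C. Measured by: high-throughput flow cytometry with anti-B7-1 and anti-CD8 staining. Read-out: percent CD8+ FL2 mean versus row control. Controls: Unloaded micro-vesicles (low), QL9 vesicles with 0.7% DMSO (high).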
Autophagy mod – alters autophagy in cells; AID 463193; 0.98% of 190,000 active; calls only at 10 µM (by protocol); MEF GFP-LC3 puncta imaging; test concentration mostly 10 µM;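 active = percentage of spot-positive cells more than 3 SD above its plate mean, without a fluorescence outlier flag or 80% toxicity; inconclusive = no clear call, values can overlap the other calls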;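 also: spot-positive cell cutoff set from DMSO-treated cells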
WT yeast gro inh – growth inhibition of WT yeast, mitochondrial fusion screen. mitochondrial fusion phenotypic screen, WT strain. inhibition, % at 10 µM. 2.1% of 190,000 active; in the data active = inhibition above about 58%; tested in S. cerevisiae
WT yeast gro inh mutant strain – also measured in WT yeast gro inh; calls as there; inhibition, %; mitochondrial fusion phenotypic screen, mutant strain inhibition
Dynein transport cytoplasmic EGFP – second read-out of Dynein transport, no call of its own (marks repeat the call); z-score; measured here: cytoplasmic GR-EGFP intensity; active compounds read high
Dynein transport nuclear GR-EGFP – further read-out of Dynein transport, marked with its call; z-score; measured here: nuclear GR-EGFP intensity;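 lower value marks the stronger effect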
Dynein transport cell count – recorded beside Dynein transport, whose call it bears; z-score; measured here: cell count per field
b-catenin transl cell count 5 µM – also measured in b-catenin transl; calls as there; cell count; measured here: cell count, cytotoxicity flag
T cell modulator vesicle-bound % – further read-out of T cell modulator, marked with its call; double positive events, %; measured here: CD8+ vesicle-bound cell fraction;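 binding gate set so that unloaded-vesicle control wells show 10% double positive cells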
MT stabilizer Hoechst-high % – recorded beside MT stabilizer, whose call it bears; % Hoechst-high responders; measured here: nuclear condensation Hoechst responders;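 share of cells brighter than vehicle mean plus two SD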
MT stabilizer cytotoxicity % – further read-out of MT stabilizer, marked with its call; toxicity, %; measured here: cytotoxicity by cell density;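 0% = mean cell density of plate MIN control wells and 100% = no cells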
Autophagy mod cell loss 18 h – also measured in Autophagy mod; calls as there; toxicity, %; measured here: cell loss, nuclei count;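 cell loss after 18 h compound exposure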
Starred values were filed as active, the others as inactive; i = inactive; ? = inconclusive; . = no result given. Rows were taken by chance; about 4.4% have a hit in one of these screens.

The line under a structure holds: M1AAP inhibition, P. falciparum M17LAP, b-catenin transl, b-catenin transl cell count 5 µM, Dynein transport, Dynein transport cytoplasmic EGFP, Dynein transport nuclear GR-EGFP, Dynein transport cell count, MT stabilizer, MT stabilizer Hoechst-high %, MT stabilizer cytotoxicity %, Yfh1-off respiration, T cell modulator, T cell modulator vesicle-bound %, Autophagy mod, Autophagy mod cell loss 18 h, WT yeast gro inh, WT yeast gro inh mutant strain
COC(=O)c1ccc(NC(=O)C(C)Oc2ccccc2)cc1 (stereo unspecified)
→ 14%, -4%, -2.7, 1240, -0.73, -0.23, -0.45, 0.68, 2.3, 2.7, 6.7, i, i, 20, i, 1, 1, 3
CCCC1NC(=S)N(C2CCCCC2)C1=O (stereo unspecified)
→ 3%, -11%, ., ., 0.13, -0.32, -0.34, 0.03, 3.8, 2.4, 1.5, i, i, 12, i, 6, -4, 2
COc1ccc2nc(NC(=O)C3CCN(S(=O)(=O)c4cccc5nsnc45)CC3)sc2c1
→ 1%, -4%, ., ., -1.3, -0.3, -0.42, 0.74, 5.1, 4.7, 4.0, i, i, 13, i, 23, 5, 19
Cc1ccc(-n2c(-c3ccco3)nc3nc4ccccc4nc32)cc1F
→ -2%, 11%, -2.2, 1065, 0.42, -0.045, 0.68, 0.34, 3.2, 2.2, 6.5, ., i, 29, i, -28, 6, 17
Cc1cc(C(=O)COC(=O)c2ccccc2O)c(C)n1Cc1cccs1
→ 2%, 4%, 0.7, 1162, -0.4, -0.11, 0.2, 1.4, 1.5, 1.3, 5.3, i, i, 41, i, 9, 10, 8
CCCNC(=O)Cc1ncn[nH]1
→ 15%, -11%, -0.3, 1428, 3.7, -0.089, 1.6, -1.9, 7.0, 3.3, 6.3, i, i, 28, i, 3, -15, -22
O=[N+]([O-])c1cccc2c3c([nH]c12)CCCC3
→ -4%, -3%, 0.0, 1355, -1, -0.25, 0.11, -0.18, ., ., ., i, i, 32, ., ., ., .
O=C(Nc1ccc2c(c1)ncn2C1CCCCC1)c1ccco1
→ 5%, 4%, -3.1, 998, -0.69, 0.11, -0.11, 0.81, 4.9, 2.8, 4.5, i, i, 5, i, 3, 27, 30
Cc1cc(C)c(S(=O)(=O)N2CCCCC2)c(C)c1-n1ncnn1
→ 12%, 1%, 4.9, 1114, -0.83, -0.18, -0.37, -0.17, 3.5, 2.0, 11, i, i, 26, i, -2, -16, -10
CC1(C)C(=O)Nc2ccccc2N1C(=O)Cn1ncc(Cl)c(Cl)c1=O
→ -4%, 0%, 2.4, 1294, -6.3*, 1.1*, -2.7*, 0.11*, ., ., ., i, i, 52, ., ., ., .
COc1cc(/C=N/N=C2/C(=O)Nc3ccccc32)cc(OC)c1O
→ ?, 50%, 2.2, 715, -0.89, -0.058, -0.82, 0.64, 3.4, 2.8, 19, i, i, 44, i, -7, -3, 4
OCCSc1nc2ccccc2n1CCOc1ccccc1
→ 13%, -11%, 1.6, 1084, -0.24, -0.077, 0.22, 0.1, 0.9, 1.3, 7.6, i, i, 20, i, -4, 2, -7
N#Cc1c(N)nc2c(c1-c1ccncc1)CCCC2
→ 3%, -4%, -0.6, 855, 0.14, -0.34, 0.23, -0.047, 4.4, 2.5, 7.6, i, i, 12, i, -6, 37, 0
CC(C)(Oc1ccc(CCNC(=O)c2ccc(-c3ccccc3)o2)cc1)C(=O)O
→ 21%, 13%, -2.0, 1005, -0.6, -0.27, -0.5, 0.34, 2.1, 2.4, 7.3, i, i, 29, i, 19, -4, -7
O=C(CS(=O)(=O)c1ccccc1)c1ccc2c(c1)OCCO2
→ 0%, 7%, ., ., 2.1, -0.23, 1.2, 0.35, 2.4, 2.0, 0.9, i, i, 57, i, -11, -16, -33
O=C(CCCn1c(=S)[nH]c2cc3c(cc2c1=O)OCO3)N1CCN(c2ccccc2F)CC1
→ 11%, 14%, -2.4, 1000, 0.097, 0.28, 0.86, -1.7, 2.1, 1.9, 7.3, i, i, 17, i, -5, -3, -1
Cc1oc2ccc(O)c(CN3CCOCC3)c2c1C(=O)c1ccc(Cl)cc1
→ 2%, 2%, -2.4, 865, -0.78, -0.18, -0.14, 0.14, 1.9, 2.1, 8.8, i, i, 24, i, 40, -20, -23
COc1ccc(CCNC(=O)Cc2cccs2)cc1OC
→ ., ., 6.8, 743, -0.71, -0.26, 0.076, 0.42, 2.8, 2.2, 5.2, i, i, 30, i, 4, -18, -8
COc1cc2[nH]c(=S)nc(NCCc3ccc(S(N)(=O)=O)cc3)c2cc1OC
→ 3%, 1%, -0.5, 1026, 0.27, -0.26, -0.18, 0.39, 7.2, 1.1, 8.0, i, i, 49, i, 6, -8, 10
COc1nc(OC)nc(N2CCC(C(=O)NCC3CCCCC3)CC2)n1
→ 5%, -10%, -4.3, 1130, -0.5, -0.067, -0.22, 0.13, 1.4, 1.0, 4.7, i, i, 45, i, -4, -12, -6
COc1ccccc1C/C(N)=N/OC(=O)COc1cccc(C)c1
→ -5%, 5%, -3.8, 569, 0.11, -0.15, -0.17, -0.36, 1.9, 2.7, 13, i, i, 67, i, -5, 15, 4
CC(=O)Oc1cc2c3c(c1)/C(=C1/SC(=S)NC1=O)C(=O)N3C(C)(C)C=C2C
→ 12%, 0%, -5.4, 1351, 1.4, -0.3, 0.65, 0.12, ., ., ., i, i, 11, ., ., ., .
CC1C(C#N)=C(N)OC2=C1C(=O)CCC2 (stereo unspecified)
→ -3%, 15%, 0.6, 1158, -0.41, -0.13, -0.19, 0.33, 1.7, 1.6, 4.0, i, i, 47, i, 1, -2, -3
CCCn1c(N)c(C(=O)CSc2nnc(Cc3ccccc3)o2)c(=O)n(C)c1=O
→ 4%, -3%, 0.5, 1023, 0.41, -0.25, -0.63, 0.17, 2.5, 1.2, 5.5, i, i, 27, i, 9, -1, -12
Cc1c(N)cc[n+](CC(=O)c2ccccc2)c1C
→ 1%, 25%, -4.5, 931, -0.62, -0.32, -0.17, 0.78, 1.7, 2.6, 0.3, i, i, 57, i, 7, -2, 6
NC(=O)c1nsc(C(=O)N(c2ccc(Cl)cc2)C(C(=O)NCC2CCCO2)c2cccs2)c1N (stereo unspecified)
→ 6%, -4%, 1.9, 892, 1.5, -0.28, 1, 0.048, 1.3, 1.2, 2.6, i, i, 49, i, -18, -1, 7
CCCOc1ccc(C(=O)C(CN2CCOCC2)c2ccccc2)cc1 (stereo unspecified)
→ 1%, 4%, ?, ., -2.4, -0.061, -1, -0.22, 1.8, 1.1, 7.9, i, i, 14, i, 10, 43, 7
CCCOc1ccc(-c2csc3ncn(Cc4ccc(C(=O)O)cc4)c(=O)c23)cc1
→ -8%, 29%, 0.6, 1522, -1.3, -0.29, -0.37, 0.54, 1.9, 1.4, 5.5, i, i, 7, i, -5, -47, -17
COc1ccc(N(C(=O)CNS(=O)(=O)c2ccccc2)C(C(=O)NCc2ccco2)C(C)C)cc1 (stereo unspecified)
→ 2%, 6%, 2.3, 1066, -1.5, -0.26, -0.48, 0.35, ., ., ., i, i, 35, i, -14, -19, -16
Cc1ccc(SCCNS(=O)(=O)c2ccc(F)cc2)cc1
→ 5%, -1%, 0.9, 1069, -0.22, -0.31, 0.045, -0.17, 1.2, 1.4, 4.2, i, i, 32, i, -4, 46, 44
CCC(=O)Nc1sc(C(=O)Nc2ccccc2F)c(C)c1C(=O)OC
→ ., ., -0.4, 1516, -0.57, -0.28, -0.011, 0.84, 1.8, 1.2, 2.8, i, i, 44, i, 13, -2, 1
